# Source: PubChem
# LmPK inhibitor – LmPK (Leishmania mexicana) enzyme inhibition. Q27686. Potency, µM (highest dose often 57.5 µM), for the others: top-dose activity change, negative = inhibition, hits mostly inhibitors. 290,000 tested, 0.37% active. purified LmPK, Kinase-Glo ATP luminescence, 1 h; further: potency means the concentration at half of the fitted maximal effect
# Target sequence (Q27686 whole entry, looked up): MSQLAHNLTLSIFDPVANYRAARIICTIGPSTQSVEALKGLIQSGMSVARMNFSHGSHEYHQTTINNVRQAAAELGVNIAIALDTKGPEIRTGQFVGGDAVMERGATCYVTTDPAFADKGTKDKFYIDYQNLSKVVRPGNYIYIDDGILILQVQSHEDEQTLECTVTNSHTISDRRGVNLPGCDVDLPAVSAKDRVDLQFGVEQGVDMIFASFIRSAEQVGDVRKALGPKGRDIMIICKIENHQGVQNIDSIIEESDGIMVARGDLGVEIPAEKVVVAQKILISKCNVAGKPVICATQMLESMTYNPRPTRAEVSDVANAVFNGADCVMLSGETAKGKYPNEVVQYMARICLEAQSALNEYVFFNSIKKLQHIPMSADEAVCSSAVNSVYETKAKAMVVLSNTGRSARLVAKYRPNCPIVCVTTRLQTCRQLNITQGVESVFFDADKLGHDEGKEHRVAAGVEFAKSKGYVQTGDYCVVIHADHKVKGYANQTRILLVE
#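 Purified LmPK (0.1 nM) with 0.5 mM PEP and 0.1 mM ADP in imidazole buffer pH 7.2 with MgCl2/KCl, 1 h at room temperature. ATP formed was read by luciferase luminescence and normalized to no-enzyme and uninhibited controls.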
# Tb PYK inh – blocks Trypanosoma brucei pyruvate kinase. Potency, µM (highest dose often 76.8 µM), for the others: at the top dose activity, negative = inhibition, hits mostly inhibitors. 410,000 tested, 0.12% active. TbPYK enzyme, Kinase-Glo Plus ATP luminescence, 45 min. Q57TT1; further: potency means the concentration at half of the fitted maximal effect; nearly all actives have a fitted effect of over 50% in size
#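 Enzyme and substrate buffer are dispensed first and compound is pin-transferred. ADP at 130 uM final then starts the reaction, which runs 45 min at room temperature. Detection reagent is added for 10 min before luminescence is imaged.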
# Sm TGR block – blocks Schistosoma mansoni thioredoxin glutathione reductase | Potency, µM (doses to about 114 µM), for inactives: at the highest dose activity change, negative = inhibition, hits mostly inhibitors | AID 485364 | purified TGR, DTNB reduction, TNB absorbance 405 nm | Q962Y6 | 360,000 tested, 3% active; further: potency means the concentration at half of the fitted maximal effect; nearly all actives have a fitted effect of over 60% in size
#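 First, TGR (20 nM dispensed) and NADPH were mixed with compound. Second, a 15 min room-temperature incubation followed. Third, further NADPH and then DTNB were added to start the reaction. Finally, TNB absorbance was monitored kinetically.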
# HCMV inh – human cytomegalovirus inhibition; HFF cells, HCMV-luciferase reporter, 72 h; stronger effect = lower value; activity change, negative = inhibition, % at 57.5 µM; 410,000 tested, 4.5% active; in the data active means activity change below about -60%; inconclusive means no clear call, values can overlap the other calls; inactive means above about -39%
#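 Screen run at 2 compound doses on HFFs infected with reporter HCMV, MOI 1 PFU/cell. Luciferase activity from cell lysates at 72 h post infection gave inhibition relative to buffer-only and Salinomycin wells.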
# AMA1-RON2 inh – inhibitors of Plasmodium falciparum AMA1-RON2 interaction; AlphaScreen AMA1-biotinylated RON2 peptide binding; Potency, µM (titrated, usually from 58.2 µM), for the others: at the top dose activity change, negative = inhibition, hits mostly inhibitors; 360,000 tested, 0.2% active;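 further: potency means the concentration at half of the fitted maximal effect; 0% = vehicle wells and -100% = peptide control; nearly all actives have a fitted effect of over 45% in size; some results filed as inactive show a strong effect at the top dose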
#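 AMA1 (3D7) with his tag at 25 nM final met compounds first, then biotinylated RON2 peptide at 25 nM; detection used donor plus acceptor beads, 10 µg/mL apiece, read by AlphaScreen after 30 min at room temperature.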
# AmpC no deterg – inhibitors of E. coli AmpC beta-lactamase without detergent | 330,000 tested, 0.52% active | Potency, µM (doses to about 57.1 µM), for inactives: at the top dose activity change, negative = inhibition, hits mostly inhibitors | P00811 | AmpC nitrocefin hydrolysis, absorbance 480 nm, 0.0001% Triton;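 further: potency means the concentration at half of the fitted maximal effect; plate controls were no compound for no effect and no enzyme for full effect; nearly all actives have a fitted effect of over 20% in size; some results filed as inactive show a strong effect at the top dose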
# Target sequence (P00811 whole entry, looked up): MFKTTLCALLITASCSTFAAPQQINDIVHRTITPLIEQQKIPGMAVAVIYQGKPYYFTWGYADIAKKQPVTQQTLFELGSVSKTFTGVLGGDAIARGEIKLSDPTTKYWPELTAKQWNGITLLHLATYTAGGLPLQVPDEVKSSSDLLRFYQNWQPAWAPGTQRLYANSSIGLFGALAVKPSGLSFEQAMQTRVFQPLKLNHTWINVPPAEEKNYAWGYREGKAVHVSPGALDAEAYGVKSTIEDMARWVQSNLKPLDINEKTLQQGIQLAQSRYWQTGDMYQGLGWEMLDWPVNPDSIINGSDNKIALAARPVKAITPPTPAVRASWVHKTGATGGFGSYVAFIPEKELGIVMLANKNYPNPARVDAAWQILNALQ
#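 AmpC (5.3 nM in the dispensed reagent) in 20 mM phosphate pH 7.0 with 0.01% (detergent screen) or 0.0001% Triton X-100 was preincubated with compounds for 15 min at room temperature. Nitrocefin was then added from an 800 uM solution, and hydrolysis was followed at 480 nm.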
# AmpC detergent – blocks E. coli AmpC beta-lactamase in detergent assay; AmpC hydrolysis of nitrocefin, absorbance 480 nm, 0.01% Triton; Potency, µM (highest dose often 114 µM), without a hit: at the top dose activity change, negative = inhibition, usual class: inhibitors; AID 485294; 370,000 tested, 0.041% active;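 further: potency means the concentration at half of the fitted maximal effect; 0% = no-compound wells and -100% = no-enzyme wells; nearly all actives have a fitted effect of over 25% in size; some results filed as inactive show a strong effect at the top dose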
#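 AmpC (5.3 nM in the dispensed reagent) in 20 mM phosphate pH 7.0 with 0.01% (detergent screen) or 0.0001% Triton X-100 was preincubated with compounds for 15 min at room temperature. Nitrocefin was then added from an 800 uM solution, and hydrolysis was followed at 480 nm.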
# * hit, by the source's call; ? = inconclusive; nt = not tested or not shown; [ ] = dose if it differs, or a comment. Unless noted, the call rests on the fitted dose curve; in most records, active means well fitted curve in the direction sought with a large enough effect; inconclusive means small, poorly fitted or top-dose-only effect, or another doubt; inactive means no such curve, though single readings can be large; an effect the other way counts as inactive or inconclusive. Unless noted, on the % scale 0 is the no-effect control and ±100 the full control effect. An unsorted share of the library; 7.4% or so of the library scored in one or more.
# Under each structure – LmPK inhibitor	Tb PYK inh	Sm TGR block	HCMV inh	AMA1-RON2 inh	AmpC no deterg	AmpC detergent
> COc1cc2c(cc1OC)C1O[C@](CCCCN3C(=O)c4ccccc4C3=O)(C2)OC2=C1C(=O)CCC2
    -12%[11.5 µM]	nt	?	nt	nt	88%[activator][11.4 µM]	?
> O=C1CC(c2ccccc2)c2cccc(F)c21 (stereo unspecified)
    1%	0%	-1%	-1	2%	-7%	-8%
> CCOc1ccccc1N(C)C(=O)Cn1nc(Cc2cccnc2)c2ccccc2c1=O
    nt	-3%	0%	-72*	nt	nt	5%
> CCOc1cc(C(=O)Nc2ccc3c(c2)OCO3)ccc1OC(F)F
    3%	0%	5%	?	-3%	-5%	0%
> O=C(CCCC(=O)OCC(=O)c1ccc(Cl)cc1Cl)Nc1cc(C(F)(F)F)ccc1Cl
    -7%	1%	89µM*	-11	7%	-21%	-3%
> CCOC(=O)C1C(=O)NC(N2CCN(CC)CC2)=NC1c1ccccc1 (stereo unspecified)
    -2%	2%	-2%	6	-13%	-9%	-6%
> Cc1ccc(-c2cc(C(F)F)nc(S(C)(=O)=O)n2)cc1
    -4%	1%	-18%	-7	12%	-1%	-5%
> CCCNC(=O)COC(=O)C1CCN(S(=O)(=O)c2ccc3c(c2)OCCO3)CC1
    nt	4%	0%	-16	-7%	-1%	?
> Cc1ccc(NC(=O)CN2C(=O)NC3(CCCc4ccccc43)C2=O)c(C)c1 (stereo unspecified)
    nt	-2%	0%	-23	72%[activator]	0%	5%
> C=C(c1cn(C(C)=O)c2ccccc12)c1cn(C(C)=O)c2ccccc12
    nt	-5%	nt	18	-6%	nt	nt
> O=C(COC(=O)C(O)c1ccccc1)c1ccc2c(c1)OCCO2 (stereo unspecified)
    -7%	-7%	-10%	-4	3%	-14%	0%
> OC(COC(c1ccc(F)cc1)c1ccc(F)cc1)CN1CCc2ccccc2C1 (stereo unspecified)
    -2%	10%	16%	-61*	-8%	25%	3%
> CC(=O)N1N=C(c2cccnc2)CC1c1ccccc1O (stereo unspecified)
    1%	4%	-2%	?	8%	-12%	3%
> Cc1cccc(-n2ncc3c(NC4CCCC4)ncnc32)c1
    nt	0%	8%	93	nt	nt	0%
> COc1cccc(C(=O)N2CCCc3ccccc32)c1
    3%	-3%	5%	10	8%	-17%	-12%
> COc1ccc(C(C)(C)C)cc1NC(=O)c1cc(S(=O)(=O)N(C)C)ccc1N1CCCC1
    -1%	1%	-4%	-35	-5%	75%[activator]	-6%
> Cc1ccc(C)c(CSc2nc3c([nH]c4ccccc43)c(=O)n2C)c1
    nt	1%	-15%	69	nt	nt	0%
> CCN(CC)S(=O)(=O)c1cccc(NC(=O)CN(C)C2CCCCC2)c1
    1%	2%	-15%	21	6%	-2%	-17%
> Cc1cccc(/C=N/n2c(-c3ccccn3)n[nH]c2=S)c1
    10%	nt	-21%	nt	nt	-19%	-8%
> COc1ccc(CN2CCNC(=O)C2CC(=O)NCc2csc(C)n2)c(F)c1 (stereo unspecified)
    -4%	-3%	?	22	49%[activator]	23%	-1%
> COCCn1c(=S)[nH]c2cc(C(=O)N3CCC(C(N)=O)(N4CCCCC4)CC3)ccc2c1=O
    -2%	2%	6%	6	13%	-2%	2%
> Cc1ccc(NC(=O)C(C)N2C(=O)c3ccccc3C2=O)c(C)c1 (stereo unspecified)
    3%	2%	-1%	27	3%	-6%	-5%
> CCOC(=O)C1CCCN(C(=O)N2CCOCC2)C1 (stereo unspecified)
    -5%	4%	4%	-3	-4%	-2%	-12%
> Cc1ccc(C(=O)NC(=S)NNS(=O)(=O)c2ccccc2)cc1
    1%	-6%	13µM*	?	47%[activator]	-34%	-1%
> Cc1ccc(CNC(=O)c2cc(S(=O)(=O)N3CCCCC3)cn2C)cc1
    nt	0%	4%	3	nt	nt	11%
> O=C(CCN1CCOCC1)NNC(=O)/C(=C/c1ccccc1)NC(=O)c1ccccc1
    7%	1%	-1%	1	47%[activator]	-18%	?
> COc1ccc(-c2c(NC(=O)c3ccco3)oc3ccccc3c2=O)cc1OC
    -5%	11%	1%	23	19%	-24%	?
> Cc1cc(-n2nc(C)cc2C)nc(NS(=O)(=O)c2ccccc2Cl)n1
    -2%	0%	-18%	3	?	-44%	-3%
> O=C(CN1CCN(c2ncccn2)CC1)N(Cc1ccccc1)c1ccc(F)cc1
    -9%	-2%	3%	41	-23%	133%[activator]	?
> O=C(CN1CCN(Cc2ccc(F)cc2)CC1)NCc1ccccc1
    -6%	-9%	-3%	-12	11%	13%	-8%
> CCN(CC)c1ccc(NC(=O)c2ccc(=O)[nH]c2)cc1S(=O)(=O)Nc1ccc(OC)cc1
    nt	9%	6%	-18	-18%	24%	1%
> N=C1C(c2ccccc2)=C(O)C2CCc3ccccc3N12 (stereo unspecified)
    11%	1%	12%[11.4 µM]	45	-3%	-18%	-6%
> CCOc1cc(S(=O)(=O)Nc2ccc(Cl)cn2)ccc1Cl
    1%	3%	-18%	12	1%	-21%	0%
> CCOc1ccc(-n2c(=S)sc3c(=O)[nH]c(SCC(=O)N4CCC(C)CC4)nc32)cc1
    22%	-8%	-9%	-35	-1%	-23%	0%
> Cc1cc(NC(=O)COC(=O)C2CC(=O)N(c3cccc(Cl)c3)C2)no1 (stereo unspecified)
    8%	0%	0%	-16	-10%	16%	-4%
> Nc1c(C(=O)Nc2ccc3c(c2)OCCO3)nnn1Cc1cccc(Br)c1
    nt	5%	4%	13	-4%	-8%	?
> Cc1ccc(C(=O)NCC(=O)OCC(=O)Nc2cc(S(=O)(=O)N3CCOCC3)ccc2Cl)s1
    nt	1%	nt	-18	4%	-18%	nt
> Nn1c(-c2ccc(F)cc2)nc2ccccc2c1=O
    6%	-4%	7%	-23	-10%	-28%	-3%
> N#Cc1c(-c2ccccc2)ccnc1Oc1ccccc1
    0%	-6%	-13%	55	18%	-8%	?
> Cc1cccc(N2CCN(C(=O)c3cn(C4CCCCC4)c(=O)c4c3c3ccccc3n4C)CC2)c1C
    nt	-4%	-4%	-16	nt	nt	10%
> O=C(CSc1nnc(CNC(=O)c2cccs2)o1)NCC1CCCO1 (stereo unspecified)
    -3%	3%	5%	55	-2%	-20%	5%
> CCCCc1ccc(NC(=O)CC(C)=O)cc1
    -9%	-4%	3%	9	-10%	-8%	-14%
> COC(=O)CN(C)C(=O)CC1C(=O)NCCN1CC(C)(C)C (stereo unspecified)
    2%	2%	?	-9	24%	-22%	4%
> CCN(CC)CCN(C(=O)/C=C/c1cccs1)c1nc2ccc(F)cc2s1
    -1%	-10%	4%	-16	-11%	70%[activator]	-14%
> CCNCC(=O)N1c2ccccc2CCc2ccc(NC(=O)OC(C)C)cc21
    -2%	1%	-33%	-19	52%[activator]	65%[activator]	-11%
> O=C(NCc1cccnc1)c1ccc(NC(=O)c2ccc([N+](=O)[O-])cc2)cc1
    -8%	1%	0%	?	0%	?	0%
> CCOC(=O)C1(C)CCN1C(=O)c1cccnc1Oc1ccccc1 (stereo unspecified)
    nt	-5%	nt	20	-7%	nt	nt
> CC(C)(C)Nc1nc(NN)nc(NC(C)(C)C)n1
    6%	-14%	16%	-85*	83%[activator]	-19%	?
> O=C1c2ccccc2C(=O)N1c1cccc2cccnc12
    0%	-6%	5%	43	17%	-5%	5%
> C=C(C)Cn1c(=O)c2c(nc3n2CCN3c2ccc(F)cc2)n(C)c1=O
    nt	-2%	-11%	-29	nt	nt	4%
> O=C(CSCC(=O)Nc1nc(-c2ccc3c(c2)OCO3)cs1)Nc1nccs1
    1%	0%	7%	67	53%[activator]	-21%	0%
> Cc1ccc(-c2cn(S(=O)(=O)c3ccc(C)cc3)nc2N)cc1
    -3%	2%	-2%	1	2%	-29%	0%
> O=C(NC1CC(=O)N(c2ccccc2)C1)C1CC1 (stereo unspecified)
    nt	11%	0%	-5	14%	106%[activator]	-14%
> C[C@H]1CNC(=O)c2c(C(=O)N3CCN(C(=O)OC(C)(C)C)CC3)ncn21
    nt	8%	nt	?	21%	nt	nt
> Cc1c(NC(=O)COC(=O)/C=C/c2ccc(Cl)cc2)c(=O)n(-c2ccccc2)n1C
    -4%	3%	-3%	11	-12%	11%	-5%
> O=C(Nc1nccs1)c1ccc(S(=O)(=O)NCC2CCCCC2)cc1
    1%	3%	4%	-83*	46%[activator]	-41%	-5%
> Nc1[nH]c(C(=O)c2ccccc2)c(-c2ccccc2Br)c1C(=O)c1ccccc1
    nt	0%	nt	-28	22%	nt	nt
> Cc1nnc(SCC(=O)Nc2nonc2C)s1
    1%	0%	?	8	13%	-2%	-8%
> Clc1ccccc1CNc1ncnc2c1nc1n2CCCC1
    nt	0%	3%	?	nt	nt	14%
> O=C(Nc1ccccc1N1CCCC1)c1ccco1
    6%	-7%	?	25	-13%	-15%	-9%

# Going on with the list.
# Under each structure – LmPK inhibitor	Tb PYK inh	Sm TGR block	HCMV inh	AMA1-RON2 inh	AmpC no deterg	AmpC detergent
> O=C(c1nc2ccc(Cl)cn2c1CNCCn1ccnc1)N1CCCCCCC1
    2%	2%	-36%	?	0%	63%[activator]	6%
> CC(C)C1CCC(C(=O)N[C@H](Cc2ccccc2)C(=O)O)CC1 (stereo partly specified)
    -7%	nt	-4%	nt	nt	-6%	-8%
> CCc1nnc(NC(=O)c2cccc(S(=O)(=O)N3CCN(c4ccccc4)CC3)c2)s1
    11%	4%	13%[11.4 µM]	11	19%	-15%	-10%
> COc1ccccc1-c1c(C)nn2c(C)c(C(C)=O)cnc12
    2%	5%	4%	11	-2%	-8%	?
> COc1ccccc1NC(=O)NCCCCc1ccccc1
    -4%	2%	-12%	15	0%	-38%	6%
